Screening results from PubChem BioAssay.
Diaphorase act: activates diaphorase or chemically reduces, flagging diaphorase assay artifacts | Diaphorase/resazurin coupled assay, resorufin fluorescence, 16 min; active compounds read high; 1 = vehicle wells, 0 = NADH-free wells | activation factor at 20 µM | 190,000 tested, 0.005% active;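 active = diaphorase activity raised at least twofold by the compound at 20 µM; inactive = activation factor below 2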
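Material: Purified diaphorase enzyme from Clostridium kluyveri | Buffer or medium: 50 mM HEPES pH 7.4 with 4.542 mM MgCl2, 0.005% Tween 20 | Times: 16 min enzyme reaction, ambient temperature | Signal: Red resorufin fluorescence at 544/590 nm excitation/emission | Measure: Increased resorufin signal from activators or reducing compounds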
bIAP inhibitor: intestinal alkaline phosphatase (bovine) inhibition | purified bovine IAP, CDP-star luminescence, 30 min | inhibition, % at 20 µM | 190,000 tested, under 10 active | AID 1019;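 active = over 50% inhibition of intestinal alkaline phosphatase at 20 µM in the single-dose screen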
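System: Purified bovine intestinal alkaline phosphatase (IAP) enzyme | Input: IAP diluted 1/65,000,000 in the well | Also added: CDP-star chemiluminescent phosphatase substrate, 30 µM final | Dosing: 20 µM single dose | Times: Enzyme reaction for 30 min at room temperature | Detection: Luminescence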
TNAP act hi DEA: activators of human TNAP at high phosphate acceptor concentration. P05186. 200,000 tested, under 10 active. activation factor at 20 µM. AID 1136. purified TNAP, CDP-star luminescence, 1 M DEA, 30 min; active compounds read high; 0 = EDTA background, 1 = DMSO-only activity;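 active = activation factor at least 2 at 20 µM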
Target sequence (P05186 whole entry, looked up): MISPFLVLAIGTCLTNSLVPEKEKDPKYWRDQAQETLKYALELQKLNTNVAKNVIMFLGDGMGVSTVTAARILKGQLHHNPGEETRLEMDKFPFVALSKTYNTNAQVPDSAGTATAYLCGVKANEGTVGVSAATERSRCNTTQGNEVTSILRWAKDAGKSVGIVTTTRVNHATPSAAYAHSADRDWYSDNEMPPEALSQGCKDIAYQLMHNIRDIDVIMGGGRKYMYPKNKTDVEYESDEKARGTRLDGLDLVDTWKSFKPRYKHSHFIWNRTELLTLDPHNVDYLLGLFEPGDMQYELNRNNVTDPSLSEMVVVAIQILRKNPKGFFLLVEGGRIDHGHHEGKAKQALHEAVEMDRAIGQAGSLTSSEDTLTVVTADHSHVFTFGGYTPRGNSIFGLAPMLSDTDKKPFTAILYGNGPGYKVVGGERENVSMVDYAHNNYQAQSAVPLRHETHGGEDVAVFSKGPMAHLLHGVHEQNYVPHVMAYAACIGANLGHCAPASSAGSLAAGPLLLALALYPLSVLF
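Measured by: Luminescent substrate turnover signal | Test system: Human TNAP | Input: TNAP 1/800 final | Dosing: 20 µM single point | Schedule: 30 min, room temperature | Controls: EDTA wells as negative control, DMSO wells as positive control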
bIAP activator: increases bovine intestinal alkaline phosphatase activity | 200,000 tested, 0.17% active | purified bovine IAP, CDP-star luminescence, 30 min; active compounds read high; fold of DMSO-control signal, blank-subtracted | activation factor at 20 µM | AID 1016;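 active = activation factor of 2 or more at 20 µM, a signal rise over negative controls twice the positive control's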
TNAP inh noacc: blocks human TNAP activity with no phosphate acceptor present; P05186; purified TNAP, CDP-star luminescence, 30 min; inhibition, % at 20 µM; 200,000 tested, 0.26% active;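 active = tissue-nonspecific alkaline phosphatase inhibition above about 50% at 20 µM in the single-dose screen, limit read from the data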;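 also: 0% = DMSO negative control and 100% = EDTA positive control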
PMI act satM6P: activators of human phosphomannose isomerase at near-saturating mannose 6-phosphate; P34949; coupled PMI enzyme assay, resazurin fluorescence, 20 min; active compounds read high; 1 = untreated enzyme, 0 = substrate-free blank; activation factor at 20 µM; 190,000 tested, 0.34% active; AID 1216;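 active = activation factor of 2 or more at 20 µM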
Target sequence (P34949 whole entry, looked up): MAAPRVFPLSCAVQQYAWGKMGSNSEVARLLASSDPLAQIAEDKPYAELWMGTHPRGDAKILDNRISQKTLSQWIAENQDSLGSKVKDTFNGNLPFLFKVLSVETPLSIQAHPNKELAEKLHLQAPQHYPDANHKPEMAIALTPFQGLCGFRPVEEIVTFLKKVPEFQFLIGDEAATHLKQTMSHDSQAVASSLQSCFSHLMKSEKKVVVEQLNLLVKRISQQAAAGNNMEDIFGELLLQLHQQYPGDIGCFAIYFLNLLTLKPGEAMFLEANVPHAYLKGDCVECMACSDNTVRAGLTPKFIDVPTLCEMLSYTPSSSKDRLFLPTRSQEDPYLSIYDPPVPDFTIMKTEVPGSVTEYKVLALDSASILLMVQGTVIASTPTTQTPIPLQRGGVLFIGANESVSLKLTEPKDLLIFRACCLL
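Technique: Diaphorase-driven resazurin-to-resorufin fluorescence, excitation 544, emission 590 nm | Assay system: Human PMI in coupled enzyme assay | Times: Enzyme reaction with compound 20 min at room temperature | Medium: HEPES-buffered pH 7.4 with magnesium and detergent | Reagent: Mannose-6-phosphate 1.0 mM (near-saturating) plus 0.22 mM NADP+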
L major viab: inhibitors of Leishmania major promastigote growth; Leishmania major promastigotes, resazurin fluorescence viability; inhibition, % at 10 µM; 200,000 tested, 9% active; AID 1063; in the data active = inhibition above about 50%;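 also: promastigotes grown with compound for 44 hours at 28 °C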
Diaphorase inh: diaphorase inhibition or chemical oxidation counter-screen. diaphorase resazurin-to-resorufin fluorescence, NADH, 16 min; bacterial (C. kluyveri) enzyme, not human. inhibition, % at 20 µM. 190,000 tested, 0.69% active. AID 1217;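 active = primary screen inhibition at 20 µM above a set limit, cut at about 50% in these data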;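 also: plate controls were DMSO with full reaction for no effect and wells lacking NADH for full effect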
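Assay system: diaphorase enzyme from Clostridium kluyveri. Quantity: enzyme working solution with 0.14 U/mL diaphorase. Schedule: reaction incubation of 16 min at room temperature. Technique: resorufin fluorescence, excitation 544 nm, emission 590 nm. Controls: No-NADH positive control and DMSO neutral control.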
TNAP inh hiacc: blocks human TNAP under high phosphate acceptor concentration; purified TNAP, CDP-star luminescence, 1 M DEA; inhibition, % at 20 µM; 200,000 tested, 0.03% active;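 active = over 50% inhibition of tissue-nonspecific alkaline phosphatase at 20 µM in the single-dose screen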;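 also: plate controls were DMSO wells for no effect and EDTA-quenched wells as full inhibition for full effect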
PMI activator: phosphomannose isomerase (human) activation; AID 1214; activation factor at 20 µM; purified human PMI, coupled resazurin fluorescence, 20 min; active compounds read high; 1 = vehicle control, 0 substrate-free wells; 190,000 tested, 0.005% active;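 active = activation factor of 2 or more at 20 µM, relative to plate controls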
* marks the source's active call; other numbers are inactive results.

Short keys – A = Diaphorase act; B = bIAP inhibitor; C = TNAP act hi DEA; D = bIAP activator; E = TNAP inh noacc; F = PMI act satM6P; G = L major viab; H = Diaphorase inh; I = TNAP inh hiacc; J = PMI activator
> COc1ccc(OC)c(NC(=S)NCc2ccc(S(N)(=O)=O)cc2)c1
  A: 0.9 | B: 12 | C: 1 | D: 0.9 | E: -9 | F: 1 | G: 4 | H: 14 | I: -3 | J: 1

> Cn1cnnc1SCC(=O)Nc1ccc2nc(SCc3cccc4ccccc34)sc2c1
  A: 0.9 | B: 23 | C: 1.1 | D: 0.8 | E: -20 | F: 0.9 | G: 7 | H: 11 | I: -8 | J: 0.8

> CC1(C)C2CCC13CS(=O)(=O)NC3C2 (centres undefined)
  A: 0.9 | B: 6 | C: 1 | D: 0.9 | E: -4 | F: 0.9 | G: -2 | H: 9 | I: 2 | J: 0.9

> CC(C)(C)C(=O)Nc1ccc(S(=O)(=O)Nc2ccccn2)cc1
  A: 0.9 | B: -10 | C: 1 | D: 1.1 | E: -2 | F: 0.9 | G: 13 | H: 9 | I: 0 | J: 0.9

> CCC(=O)Oc1ccc2c(C)cc(=O)oc2c1C
  A: 0.8 | B: 8 | C: 1 | D: 0.9 | E: -14 | F: 0.9 | G: -8 | H: 16 | I: -4 | J: 0.9

> COc1ccc(C2c3sc(=O)[nH]c3SC3C(=O)N(c4ccccc4)C(=O)C32)cc1 (centres undefined)
  A: 0.8 | B: 7 | C: 1 | D: 0.9 | E: -6 | F: 0.8 | G: -7 | H: 21 | I: 0 | J: 0.8

> Cn1c(=O)c2c(nc(NC(Cc3ccccc3)C(=O)O)n2Cc2ccccc2)n(C)c1=O (centres undefined)
  A: 0.8 | B: 1 | C: 1 | D: 1 | E: -10 | F: 0.9 | G: -2 | H: 17 | I: -2 | J: 1

> Cn1c(SCC(=O)NC(C)(C)C)nc(O)cc1=O
  A: 0.8 | B: 10 | C: 1.1 | D: 0.9 | E: -17 | F: 0.9 | G: -1 | H: 17 | I: -6 | J: 0.9

> CC(NC(=O)c1ccccc1)C(=O)N/N=C/c1cccc([N+](=O)[O-])c1 (centres undefined)
  A: 0.9 | B: -2 | C: 1.1 | D: 1 | E: -1 | F: 0.9 | G: 5 | H: 15 | I: -9 | J: 1

> COc1ccc(-c2nc3ccc(C(=O)NCC(OC)OC)cc3nc2-c2ccc(OC)cc2)cc1
  A: 0.9 | B: -20 | C: 1 | D: 1.2 | E: -10 | F: 1.1 | G: 13 | H: 13 | I: -2 | J: 1.1

> COCc1nnc(SCC(=O)Nc2cccc(Cl)c2C)n1-c1ccccc1
  A: 0.9 | B: 2 | C: 1.1 | D: 1 | E: -7 | F: 1 | G: -3 | H: 12 | I: -8 | J: 1

> COC(=O)c1cc(NS(=O)(=O)c2ccc3c(c2)CCC(=O)N3)cc(C(=O)OC)c1
  A: 0.8 | B: 10 | C: 1 | D: 0.9 | E: -15 | F: 0.9 | G: -6 | H: 16 | I: -2 | J: 1

> Cc1ccccc1OCCNc1cc(N2CCNCC2)ccc1[N+](=O)[O-]
  A: 1.4 | B: 20 | C: 0.8 | D: 0.8 | E: 12 | F: 0.9 | G: 100* | H: -36 | I: 16 | J: 0.9

> CN1CC(=O)N(CC(=O)NCCc2ccc(F)cc2)c2ccccc2C1=O
  A: 0.9 | B: 9 | C: 1 | D: 0.9 | E: -10 | F: 0.9 | G: -7 | H: 15 | I: -2 | J: 0.9

> Cc1sc2ncnc(OCC(=O)N3CCN(C(=O)c4ccco4)CC3)c2c1C
  A: 1 | B: -39 | C: 1 | D: 1.4 | E: -2 | F: 1 | G: -4 | H: -4 | I: 1 | J: 1.1

> O=C(CSc1nc2ccccc2o1)NCc1ccc2c(c1)OCO2
  A: 0.7 | B: 36 | C: 1 | D: 0.6 | E: -16 | F: 0.8 | G: -2 | H: 29 | I: -2 | J: 0.8

> O=C1C2C3C=CC(C3)C2C(=O)N1c1cccc(-c2nc3ccccc3o2)c1 (centres undefined)
  A: 0.9 | B: -288 | C: 1 | D: 3.9* | E: -1 | F: 1 | G: -1 | H: 11 | I: 0 | J: 1

> Cc1nnc(SCc2nc3ccccc3[nH]2)s1
  A: 1 | B: 8 | C: 1 | D: 0.9 | E: -7 | F: 1 | G: -5 | H: -2 | I: -3 | J: 1.1

> Cc1ccc(C)c(Cn2nnc3c(=O)[nH]c(C4CCN(C(=O)c5cccs5)CC4)nc32)c1
  A: 0.9 | B: -12 | C: 1.1 | D: 1.1 | E: 2 | F: 1.1 | G: -1 | H: 7 | I: -9 | J: 1

> Cc1ccc(S(=O)(=O)N2Cc3ccccc3CC2C(=O)Nn2cnnc2)cc1 (centres undefined)
  A: 0.8 | B: 1 | C: 1 | D: 1 | E: -4 | F: 0.9 | G: 1 | H: 22 | I: -2 | J: 0.9

> CCCc1nc2oc3cc(OC)ccc3c(=O)c2c(=O)n1Cc1ccco1
  A: 1 | B: 5 | C: 1 | D: 0.9 | E: -8 | F: 1.3 | G: 14 | H: 1 | I: -3 | J: 1.1

> COc1nc2ccc(C)cc2cc1-c1noc(-c2ccccc2)n1
  A: 0.8 | B: 4 | C: 1 | D: 1 | E: -1 | F: 0.9 | G: -6 | H: 23 | I: 2 | J: 0.9

> CN1CCN(c2nc3c(c(=O)[nH]c(=O)n3C)n2Cc2cccc3ccccc23)CC1
  A: 0.9 | B: 0 | C: 1.1 | D: 1 | E: -6 | F: 0.9 | G: 1 | H: 12 | I: -5 | J: 0.9

> O=C(c1noc2c1CCCC2)N1CCN(c2ccc(F)cc2)CC1
  A: 0.9 | B: 2 | C: 1 | D: 1 | E: -1 | F: 1 | G: 4 | H: 10 | I: -1 | J: 1.1

> CCCCSc1nnc(-c2ccccc2)c2ccccc12
  A: 0.8 | B: -8 | C: 1 | D: 1.1 | E: -10 | F: 0.9 | G: 7 | H: 16 | I: 0 | J: 0.8

> O=c1c2c3c(sc2ncn1-n1cccc1)CCCCC3
  A: 1 | B: -12 | C: 1 | D: 1.1 | E: -10 | F: 1 | G: 6 | H: 4 | I: 0 | J: 1

> O=C(NCc1ccccc1)C(=O)NCC1OCCN1C(=O)c1ccc(Cl)cc1 (centres undefined)
  A: 1 | B: -13 | C: 1 | D: 1.1 | E: -11 | F: 0.9 | G: -6 | H: 5 | I: -3 | J: 0.9

> CC(=O)c1c(C)oc2ccc(N(C(C)=O)S(=O)(=O)c3ccc(Cl)c([N+](=O)[O-])c3)cc12
  A: 1 | B: 4 | C: 1.1 | D: 1 | E: -2 | F: 1 | G: 0 | H: 1 | I: -6 | J: 1

> Cc1cccc(C)c1NC(=S)N1CCC(N(C)CC2CCCO2)CC1 (centres undefined)
  A: 0.9 | B: 10 | C: 1 | D: 0.9 | E: -17 | F: 1 | G: 49 | H: 14 | I: -3 | J: 1

> CCOc1ccc(NC(=O)Cn2nnc(-c3ccccc3F)n2)cc1
  A: 0.9 | B: 5 | C: 1 | D: 0.9 | E: -15 | F: 0.9 | G: -6 | H: 13 | I: -4 | J: 0.9

> O=[N+]([O-])c1ccc(N/N=C/c2ccccc2)c(F)c1
  A: 0.9 | B: 7 | C: 0.9 | D: 0.9 | E: 0 | F: 1.1 | G: -8 | H: 10 | I: 10 | J: 1

> CCCOc1ccc(NC(=O)c2c(-c3ccccc3)noc2C)cc1
  A: 0.8 | B: -1 | C: 1 | D: 1 | E: -10 | F: 0.9 | G: 6 | H: 19 | I: -2 | J: 1

> CSc1ccc2[nH]c(=O)cc(C)c2c1
  A: 0.9 | B: 8 | C: 1.1 | D: 0.9 | E: -4 | F: 0.9 | G: -2 | H: 12 | I: -7 | J: 0.9

> Cc1sc2nc(SCC(=O)OC(C)C)n(C)c(=O)c2c1C
  A: 0.7 | B: 6 | C: 1.1 | D: 0.9 | E: -12 | F: 0.9 | G: 1 | H: 28 | I: -8 | J: 1

> COc1cccc(C(=O)Nn2c(C)nnc2-n2nc(C)cc2C)c1
  A: 0.9 | B: 36 | C: 1.1 | D: 0.6 | E: -10 | F: 1 | G: 0 | H: 8 | I: -5 | J: 1

> Cc1ccc(-n2ncc3c(N4CCC(C(N)=O)CC4)ncnc32)c(C)c1
  A: 0.9 | B: 6 | C: 1 | D: 0.9 | E: -13 | F: 1 | G: -3 | H: 7 | I: -1 | J: 1

> O=C(CSc1nnc(C2CC2)n1Cc1ccccc1)NCc1ccccc1
  A: 1 | B: -6 | C: 1 | D: 1.1 | E: -8 | F: 1 | G: -9 | H: -3 | I: -3 | J: 1

> Cc1nc(N)c(Cc2ccccc2F)c(N)n1
  A: 1 | B: -6 | C: 1 | D: 1.1 | E: -10 | F: 0.9 | G: 3 | H: 5 | I: -4 | J: 1

> Cc1cc(OCC(=O)Nc2ccc(N3CCCC3)cc2)cc(C)c1Cl
  A: 1.1 | B: 18 | C: 1 | D: 0.8 | E: -11 | F: 1 | G: 2 | H: -13 | I: -3 | J: 0.9

> CCN(CC)CCn1c(SCC(=O)NCCC2=CCCCC2)nc2c(sc3ccccc32)c1=O
  A: 1 | B: -9 | C: 1 | D: 1.1 | E: -20 | F: 1 | G: 68* | H: 0 | I: -1 | J: 1
